FXIIa single: blocks human coagulation factor XIIa activity | 33,000 tested, 0.2% active | purified human FXIIa, AMC substrate fluorescence, 2 h | inhibition, % at 10 µM | AID 701; in the data active means inhibition above about 30%;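 further: 0% = enzyme with vehicle only and 100% = no enzyme blank; many of its hits are not listed in these tables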
Target sequence (P00748 20-372 limits assumed): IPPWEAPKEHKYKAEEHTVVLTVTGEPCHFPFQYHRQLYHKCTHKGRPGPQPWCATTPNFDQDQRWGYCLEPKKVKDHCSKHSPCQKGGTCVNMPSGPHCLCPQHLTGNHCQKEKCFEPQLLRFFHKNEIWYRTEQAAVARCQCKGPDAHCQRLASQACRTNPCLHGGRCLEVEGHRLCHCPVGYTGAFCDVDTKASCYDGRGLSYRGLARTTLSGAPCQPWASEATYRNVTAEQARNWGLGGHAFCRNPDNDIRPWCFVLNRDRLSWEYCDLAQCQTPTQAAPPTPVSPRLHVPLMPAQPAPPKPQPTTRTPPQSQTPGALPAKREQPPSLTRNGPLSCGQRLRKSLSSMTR
Target sequence (P00748 373-615 limits assumed): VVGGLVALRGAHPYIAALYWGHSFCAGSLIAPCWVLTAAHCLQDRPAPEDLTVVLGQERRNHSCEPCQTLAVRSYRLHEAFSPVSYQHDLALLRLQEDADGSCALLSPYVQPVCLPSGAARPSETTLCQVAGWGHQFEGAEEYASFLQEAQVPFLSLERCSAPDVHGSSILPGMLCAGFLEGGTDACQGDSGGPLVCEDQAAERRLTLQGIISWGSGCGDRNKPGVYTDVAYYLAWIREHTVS
FXIa inh: blocks human coagulation factor XIa activity; purified human FXIa, fluorogenic AMC substrate cleavage; inhibition, % at 10 µM; 33,000 tested, 0.3% active;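 active means inhibition above 40% in the primary screen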;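 further: 0% = enzyme without compound and 100% = blank wells lacking enzyme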
Active calls of the source: *. Not all compounds are listed, so the mix of outcomes need not match the whole.

FXIa inh | FXIIa single | compound
-10 | -9 | Cc1cc(NS(=O)(=O)c2ccc(NC(=O)C(CC(C)C)N3C(=O)c4ccccc4C3=O)cc2)nc(C)n1 (stereo not given)
-2 | 3 | CCN(CC)CC(=O)Nc1ccc(C)cc1Br
0 | 3 | Cc1nc2cc(Cl)ccc2n1-c1ccccc1
1 | 9 | Cc1c(C(=O)N2CCc3ccccc3C2)sc2nc(-c3ccccc3)cn12
5 | 7 | O=C(NOC(=O)c1cc(Br)ccc1Cl)c1cccs1
6 | 9 | Cc1ccc(S(=O)(=O)/N=S(\C)CC2CC2(Cl)Cl)cc1 (stereo not given)
1 | -13 | O=C(Nc1cc(Cl)ccc1Cl)c1ccc(OC(=O)c2ccco2)cc1
-1 | -5 | Cc1ccc(NC(=O)CSc2nnc(-c3cccnc3)n2-c2ccc(C)cc2)cc1
0 | 3 | CN(Cc1ccccc1)Cc1nc2c(c(=O)n(C)c(=O)n2C)n1Cc1ccc(F)cc1
-5 | 3 | Cc1ccc(NC(=O)C(Cc2ccccc2)NC(=O)c2ccco2)cc1 (stereo not given)
2 | 12 | O=C(NC1CC1)c1ccc(F)cc1Cl
-9 | 3 | Cc1ccc(S(=O)(=O)NCC2CCC(C(=O)NCCCOC(C)C)CC2)cc1 (stereo not given)
8 | 3 | Cc1ccc(CNC(=O)CC2C(=O)Nc3c2c(=O)n(C)c(=O)n3Cc2ccccc2)cc1 (stereo not given)
-1 | -14 | Cc1cc(C)n(CC(=O)NCc2cc(-c3nn(C)c(=O)c4ccccc34)ccc2C)n1
-8 | 4 | CN1C(=O)CSc2ccc(NC(=O)NCc3ccco3)cc21
-3 | 7 | Cc1onc(-c2c(Cl)cccc2Cl)c1C(=O)N1CCc2ccccc2C1
-1 | -14 | Cc1ccc(S(=O)(=O)Cn2nnnc2CN2CCCC3(CCCCC3)C2)cc1
-6 | -2 | CCCCN(CC)c1nc(N)c(C#N)c(CC#N)c1C#N
0 | 4 | COC(=O)C(C(=O)Nc1ccc(OC)cc1)C1CCCCCC1 (stereo not given)
7 | 14 | CCC(C)C(=O)Nc1nc(-c2ccc3c(c2)NC(=O)CO3)cs1 (stereo not given)
3 | 4 | O=C(COC(=O)Cn1c(C(F)(F)F)nc2ccccc21)Nc1ccc2c(c1)OCCO2
1 | -10 | CCCCc1ccc(-c2nc(-c3ccncc3)no2)cc1
-2 | 1 | COC(=O)c1ccc(NS(=O)(=O)c2cc(C)ccc2OC)cc1
6 | 7 | O=C(COc1cccc2ccccc12)Nc1nc2ccccc2[nH]1
3 | 6 | CCCCn1c(CN2CCN(C)CC2)nc2ccccc21
-2 | 15 | CC1=C(C)CC(C(=O)NCC(=O)c2ccccc2)C(C(=O)O)C1 (stereo not given)
1 | 1 | COc1cccc(N(CC(=O)NCCSc2ccc(Cl)cc2)S(C)(=O)=O)c1
8 | 3 | c1ccc2nc(N3CCOCC3)c(N3CCOCC3)nc2c1
-8 | -3 | CCN(CC)S(=O)(=O)c1ccc(C(=O)N2CCCCC2)cc1
-2 | 12 | N#CC1=C(SCc2ccc(C#N)cc2)N=C(N)C(c2nc(-c3ccccc3)cs2)C12CCCCC2 (stereo not given)

One compound at a time (already shown).
Listed for O=C(NC1CC1)c1ccc(F)cc1Cl → FXIa inh: 2; FXIIa single: 12
Listed for CCCCc1ccc(-c2nc(-c3ccncc3)no2)cc1 → FXIa inh: 1; FXIIa single: -10

Structural class, the compounds so far containing an aryl thioether with sulfur outside any ring
FXIa inh | FXIIa single | compound
-1 | -5 | Cc1ccc(NC(=O)CSc2nnc(-c3cccnc3)n2-c2ccc(C)cc2)cc1
1 | 1 | COc1cccc(N(CC(=O)NCCSc2ccc(Cl)cc2)S(C)(=O)=O)c1

Gathered by group, the entries above with a cyano group.
FXIa inh | FXIIa single | compound
-6 | -2 | CCCCN(CC)c1nc(N)c(C#N)c(CC#N)c1C#N
-2 | 12 | N#CC1=C(SCc2ccc(C#N)cc2)N=C(N)C(c2nc(-c3ccccc3)cs2)C12CCCCC2 (stereo not given)

Remaining list, next part
FXIa inh | FXIIa single | compound
29 | -10 | O=c1[nH]c2ccc(Cl)cc2c(-c2ccccc2)c1SC(=S)N1CCCCC1
3 | -15 | Cc1cnc(C(=O)OCC(=O)c2csc(N3CCCCC3)n2)cn1
2 | -4 | CCCN(C(=O)Cn1ncc2c(=O)oc3ccccc3c21)c1cccc(C)c1
1 | -13 | CNc1nc(N2CCc3ccccc32)ncc1F
0 | -10 | Cn1c(CN2CCOCC2)nnc1SCC(=O)Nc1nccs1
-4 | 19 | COc1ccc(N2CCN(C(=O)c3ccncc3)CC2)cc1
9 | 4 | N#Cc1ccc(C(=O)Nc2ccc(N3CCN(C(=O)c4ccco4)CC3)cc2)c(F)c1
-2 | -6 | Cc1ccc(S(=O)(=O)N(C)c2ccc(C(=O)N3CCCCC3)cc2)cc1
-2 | 2 | CCCn1nnnc1NCc1ccccc1OCc1cccs1
-3 | 8 | CC1CCCN(C(=O)CSc2nc3ccccc3o2)C1 (stereo not given)
6 | 16 | Cc1ccc(S(=O)(=O)NCC(=O)N2CCOCC2)cc1
4 | 3 | CC1CN(C(=O)CSc2nc(-c3ccc(F)cc3)cs2)CC(C)O1 (stereo not given)
-4 | 13 | COc1cc(CNCC(C)C)c(Br)cc1OCC(=O)NCc1ccccc1
-2 | 7 | CC(C)NC(=O)CCS(=O)(=O)c1cccc2nonc12
-13 | -16 | CCOc1ccc2c3c(c(=O)oc2c1OCC)CCCC3
-3 | 6 | CCOC(=O)c1cc2sc(C)cc2n1CCCN1C(=O)c2ccccc2C1=O
-2 | 2 | CCn1cc(Br)c(-c2nc3ccccc3c(=O)n2N)n1
5 | -4 | CCCc1nc2oc3cc(OC)ccc3c(=O)c2c(=O)n1Cc1ccco1
-4 | 12 | CCn1c(NCc2ccccn2)nc2ccccc21
11 | 6 | COc1cc(NC(=O)Cn2c(C)cc3ccccc3c2=O)cc(OC)c1OC
-13 | 10 | CCOC(=O)CSc1[nH]c(=O)cc(C)c1C#N
-4 | 3 | Cc1ccc(CSc2nnc(-c3ccco3)o2)cc1
7 | 2 | COc1ccc(N2CCN(Cc3nc4c(c(=O)n(C)c(=O)n4C)n3CC(C)=O)CC2)cc1
-4 | 5 | Cc1c(C(=O)Nc2ccc(Oc3ccccc3)cc2)sc2nc3n(c(=O)c12)CCC3
-5 | 6 | CCOC(=O)CSC1=C(C#N)C(c2ccccc2OC)CC(=O)N1 (stereo not given)
20 | -14 | CC(C)(C)C(=O)Nc1ccc(S(=O)(=O)c2ccc(NC(=O)C(C)(C)C)cc2)cc1
-3 | 7 | CCC1(C)Cc2c(sc3c2c(=O)n(C)c2nnc(SCC(=O)c4ccccc4)n32)CO1 (stereo not given)
3 | 7 | COc1ccccc1N1CCN(C(c2ccc(N(C)C)cc2)c2nnnn2CCc2ccccc2)CC1 (stereo not given)
4 | -10 | CC1Cc2cc(/C(O)=C3/C(=O)C(=O)N(CCCN(C)C)C3c3ccncc3)ccc2O1 (stereo not given)
-11 | 4 | CSc1nc2nc3c(c(=O)n2[nH]1)CCCC3
-6 | 0 | NS(=O)(=O)c1ccc(NC(=O)C2CCCN(S(=O)(=O)c3ccc(F)cc3)C2)cc1 (stereo not given)
-8 | 5 | O=C(N1CCOCC1)N(CCN1CCOCC1)Cc1cccc2ccccc12
10 | 6 | O=[N+]([O-])c1ccc(Oc2ccc(F)cc2)c2ccncc12
11 | 6 | CCCCCn1c(N)c(-c2nc3ccccc3s2)c2c([N+](=O)[O-])nn(C)c(=O)c21
-2 | 7 | CCc1ccc(CNC(=O)CN2C(=O)COc3ccccc32)cc1
4 | 7 | Cc1nn(-c2ccccc2)c2nc(-c3ccncc3)cc(C(=O)NCc3ccco3)c12
-13 | -12 | O=C(Nc1ccccc1)c1ccc2c(c1)OCO2
2 | 0 | CCC(Sc1ncnc2sc(C)c(C)c12)C(=O)OC (stereo not given)
-7 | 3 | CCC(c1nnnn1C(C)(C)C)N(Cc1ccco1)Cc1cc2cccc(C)c2[nH]c1=O (stereo not given)
-1 | 16 | CCc1ccc(OCC(O)CNC(C)(C)C)cc1 (stereo not given)
-7 | 6 | CCC(C)NC(=O)CSC1=Nc2ccccc2C2=NC(CCC(=O)NCc3ccco3)C(=O)N12 (stereo not given)
-6 | 0 | Fc1ccc(CSc2nncn2NCc2ccccc2)cc1
6 | 8 | CN1C(=O)C(=O)N(CC(=O)N2CCc3ccccc32)C1=O
25 | 3 | Cc1nc(SCC(=O)NC(=O)NCc2ccccc2)nc(C)c1C
5 | 3 | Fc1cccc(CSc2nc3ncccc3[nH]2)c1
28 | -11 | COCc1cc(=O)n2[nH]c(C(F)(F)F)nc2n1
12 | 4 | Cc1nc2c(-c3ccccc3)c(C)nn2c(C)c1CCC(=O)NC(C)CCc1ccco1 (stereo not given)
8 | 6 | COc1ccc2nc(Nc3ccc4c(c3)OCO4)sc2c1
3 | 6 | COc1ccc(/C=C/c2ccncc2)cc1OC
2 | 7 | Fc1ccc(CSc2nnc(Cc3sc(-c4ccccc4)nc3-c3ccccc3)o2)cc1
31 | 5 | CC(C)(C)NC(=O)CN(C(=O)CNS(=O)(=O)c1ccccc1)c1ccc2c(c1)OCCO2
3 | 9 | COC(=O)c1cc2sc(Cl)cc2n1Cc1nc(-c2ccccc2)oc1C
32 | -12 | CCn1c(SCC(=O)Nc2sc3c(c2C(N)=O)CCC(C)C3)nnc1-c1ccco1 (stereo not given)
-6 | 2 | Nc1c(N)c2ccccc2oc1=O
2 | -7 | Cc1ccc(N(CC(=O)Nc2ccc3c(c2)OCCO3)S(=O)(=O)c2c(C)n[nH]c2C)cc1
-5 | 5 | COc1cccc(C(=O)Nc2ccc(S(=O)(=O)Nc3onc(C)c3C)cc2)c1
2 | 8 | O=C(c1ccc(Cl)cc1)C1CCN(C(=O)C2CC2)CC1
-8 | 4 | Oc1ccc(Br)cc1-c1nc2cnccn2c1NC1CCCCC1
-4 | 3 | CC1=CC(C)C2C(=O)N(CCCN(C)C)C(=O)C2C1 (stereo not given)
-5 | 2 | COc1ccc(CC(=O)Nc2ccc(S(=O)(=O)Nc3nc(C)cc(C)n3)cc2)cc1

Next section
FXIa inh | FXIIa single | compound
1 | 3 | Cc1ccn2cc(CCNC(=O)C3CCCCC3)nc2c1
17 | -12 | CCN(CC)C(=O)C(=O)c1cccn1-c1cccc(-n2cccc2C(=O)C(=O)N(CC)CC)c1C#N
-2 | 0 | O=C(CC1(O)C(=O)N(Cc2ccccc2Cl)c2ccccc21)c1ccco1 (stereo not given)
2 | 8 | CC1CN(c2ccccc2)C(=O)CS1 (stereo not given)
4 | 2 | CCC(C)[C@H](NC(=O)N1CCN(c2cccc(C(F)(F)F)c2)CC1)C(=O)OC (stereo not given in full)
-4 | -2 | O=C1c2ccccc2NC(c2ccccc2)N1c1ccc(O)cc1 (stereo not given)
-7 | 5 | COc1cc(OC)cc(C(=O)NCCOc2ccccc2)c1
-2 | 7 | CC(=O)CSc1nnc(-c2cnccn2)n1-c1ccccc1
1 | 8 | COc1cccc(Nc2nc3ccccc3n3cnnc23)c1
4 | 9 | CC(NC(=O)C1CCCO1)c1ccccc1 (stereo not given)
-4 | 8 | CCOc1ccc(C(=O)NCC(=O)OCC(=O)N2C(C)CCCC2C)cc1 (stereo not given)
12 | -10 | COCc1ccc(O)c2ncccc12
43* | 15 | Cc1ccc(C(=O)ONc2ccc(N=NC(=O)c3ccccc3O)cc2)cc1
6 | 1 | CCOc1ccc(CCNC(=O)CN2CCN(Cc3ccccc3F)C2=O)cc1OCC
4 | 4 | CN(C)c1nc(N)nc(CSc2nnnn2C)n1
-3 | 4 | CC(=O)N1CCc2cc(S(=O)(=O)CCC(=O)N3CCN(c4ccccn4)CC3)ccc21
-4 | 22 | COc1ccc(C)cc1NC(=O)CN(C)S(=O)(=O)c1cnc[nH]1
-3 | 3 | O=C(Nc1cccc(O)c1)c1noc2c1CCc1ccccc1-2
-2 | 0 | Brc1cccc(CN2CCCCCCC2)c1
-7 | 4 | COc1ccc(C2C(=O)N(C3CCCCC3)CC(=O)N2C2CCCCC2)cc1 (stereo not given)
0 | 3 | CO/N=C(\Cn1ncc(N2CCCC2)c(Br)c1=O)c1ccc(Cl)cc1
-1 | 7 | CCOC(=O)C1CCN(C2CC(=O)N(c3ccc(OCC)cc3)C2=O)CC1 (stereo not given)
32 | -16 | O=C(NCCc1ccccc1)C(=O)NCC1(c2ccccc2)CCCC1
8 | 5 | CCC(CC)C1C(C#N)=C(N)Oc2n[nH]c(C)c21 (stereo not given)
-5 | 4 | COCCNC(=O)CN(CCc1ccccc1)S(=O)(=O)c1ccc(OC)cc1
0 | 9 | CC(=O)Nc1sc2c(c1C(=O)N1CCOCC1)CCCCC2
11 | 4 | CCn1c(SCC(=O)Nc2oc(-c3ccccc3)c(-c3ccccc3)c2C#N)nnc1-c1cc(OC)cc(OC)c1
-2 | 7 | Cc1ccc(CC(NC(=O)c2ccccc2)C(=O)NCC(=O)O)cc1 (stereo not given)
-6 | -1 | CCCCCCCCCCSc1n[nH]c(NC(C)=O)n1
-7 | -7 | Cc1ccc(N=Cc2c(O)n(-c3ccc4c(c3)OCO4)c(=O)c3ccccc23)cc1

In the list so far, these contain a COOH group.
FXIa inh | FXIIa single | compound
-2 | 15 | CC1=C(C)CC(C(=O)NCC(=O)c2ccccc2)C(C(=O)O)C1 (stereo not given)
-2 | 7 | Cc1ccc(CC(NC(=O)c2ccccc2)C(=O)NCC(=O)O)cc1 (stereo not given)

The list continues:
FXIa inh | FXIIa single | compound
1 | 4 | CCOC(=O)N1CCN(CC(=O)c2c[nH]c3ccc(F)cc23)CC1
1 | 4 | Cc1cc(C)nc(NC2=NCCN2C(=O)Nc2ccc(Cl)c(Cl)c2)n1
4 | -16 | O=C(NCC(c1cccnc1)N1CCN(c2ccccc2)CC1)C1CCCCC1 (stereo not given)
-16 | -14 | COC(=O)C(CC(C(=O)OC)C(=O)OC)C(=O)OC
10 | 8 | O=C(CCN1C(=O)c2ccccc2C1=O)N(CCO)Cc1ccccc1
5 | 2 | CCc1cccc(N=c2c([N+](=O)[O-])nn(-c3ccc(Cl)cc3)n2O)c1
-3 | 4 | CC12CC3CC(C)(C1)CC(CN)(C3)C2
14 | -16 | O=C1CSC(c2ccc(Cl)cc2)N1C1CCCCC1 (stereo not given)
8 | 2 | CCC(=O)Nc1ccc2c(c1)nc(CN1CCN(C(C)=O)CC1)n2C
